Keap1-Nrf2 PPI = inhibitors of human Keap1-Nrf2 protein-protein interaction; Keap1 Kelch-Nrf2 peptide fluorescence polarization, 1536-well; actives 0.15% (n = 340,000); Q14145; inhibition, % at 9.4 µM; in the data active means inhibition above about 12%;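 further: human Keap1 Kelch domain with fluorescein labeled Nrf2 9mer peptide probe; 0% = neutral control wells and 100% = peptide positive control; higher means more block of Keap1 binding to Nrf2 peptide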
NSD2 inh = NSD2 (human) methyltransferase inhibition; O96028; NSD2 peptide methylation, AlphaScreen, 120 min; inhibition, % at 12.5 µM; actives 0.54% (n = 310,000); AID 743445; in the data active means inhibition above about 50%
LANA DNA inh = blocks KSHV LANA C-terminal domain binding to DNA. MBP-C-LANA/FAM-LBS DNA binding, fluorescence polarization. inhibition, % at 9 µM. actives 0.078% (n = 340,000);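 active means highest replicate inhibition at or above 60% at 9 µM, even if other replicates fall short; inactive means all replicates below 60% inhibition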;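 further: 0% = neutral control wells and 100% = 4 µM acridine orange control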
DAGLB inh = diacylglycerol lipase beta (human) inhibition; AID 504411; inhibition, % at 5.17 µM; actives 0.059% (n = 340,000); HEK293T DAGLB membrane lysate, EnzChek fluorogenic substrate; Q8NCG7; in the data active means inhibition above about 34%;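 further: 0% = enzyme with vehicle and 100% = wells lacking enzyme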
CAL PDZ FP-1 = inhibitors of human CAL PDZ peptide binding | actives 0.92% (n = 300,000) | purified CAL PDZ, TMR-peptide fluorescence polarization, 1 h | AID 602252 | Q9HD26 | inhibition, % at 24.9 µM;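 active means mean inhibition of at least 30% with at least half of replicates also reaching 30%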;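 further: 0% = DMSO neutral control and 100% = excess unlabeled competitor peptide PRC23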
V-ATPase pH = yeast V-ATPase proton transport regulation by pHLuorin | S. cerevisiae, pHLuorin cytosolic pH fluorescence | response, % at 10 µM | actives 0.37% (n = 350,000); in the data active means response mostly above about 7.3%, no sharp cut-off; inactive means mostly below about 5.4%; further: actives read high; inactives centre near 0; some compounds called inactive have numbers as strong as hits
DSG3 Ab inh = blocks pemphigus antibody binding to human desmoglein-3; P32926; DSG3-coupled beads, scFv-anti-DSG3-GFP binding, flow cytometry; active compounds read low; binding (percent of control), % at 10 µM; actives 0.48% (n = 310,000); AID 588358;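 active means binding more than 3 SD below its plate's average and above zero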;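 further: hits lower antibody fragment binding to DSG3; some compounds called inactive have numbers as strong as hits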
Target sequence (P32926 whole entry, looked up, the tested form may be a part): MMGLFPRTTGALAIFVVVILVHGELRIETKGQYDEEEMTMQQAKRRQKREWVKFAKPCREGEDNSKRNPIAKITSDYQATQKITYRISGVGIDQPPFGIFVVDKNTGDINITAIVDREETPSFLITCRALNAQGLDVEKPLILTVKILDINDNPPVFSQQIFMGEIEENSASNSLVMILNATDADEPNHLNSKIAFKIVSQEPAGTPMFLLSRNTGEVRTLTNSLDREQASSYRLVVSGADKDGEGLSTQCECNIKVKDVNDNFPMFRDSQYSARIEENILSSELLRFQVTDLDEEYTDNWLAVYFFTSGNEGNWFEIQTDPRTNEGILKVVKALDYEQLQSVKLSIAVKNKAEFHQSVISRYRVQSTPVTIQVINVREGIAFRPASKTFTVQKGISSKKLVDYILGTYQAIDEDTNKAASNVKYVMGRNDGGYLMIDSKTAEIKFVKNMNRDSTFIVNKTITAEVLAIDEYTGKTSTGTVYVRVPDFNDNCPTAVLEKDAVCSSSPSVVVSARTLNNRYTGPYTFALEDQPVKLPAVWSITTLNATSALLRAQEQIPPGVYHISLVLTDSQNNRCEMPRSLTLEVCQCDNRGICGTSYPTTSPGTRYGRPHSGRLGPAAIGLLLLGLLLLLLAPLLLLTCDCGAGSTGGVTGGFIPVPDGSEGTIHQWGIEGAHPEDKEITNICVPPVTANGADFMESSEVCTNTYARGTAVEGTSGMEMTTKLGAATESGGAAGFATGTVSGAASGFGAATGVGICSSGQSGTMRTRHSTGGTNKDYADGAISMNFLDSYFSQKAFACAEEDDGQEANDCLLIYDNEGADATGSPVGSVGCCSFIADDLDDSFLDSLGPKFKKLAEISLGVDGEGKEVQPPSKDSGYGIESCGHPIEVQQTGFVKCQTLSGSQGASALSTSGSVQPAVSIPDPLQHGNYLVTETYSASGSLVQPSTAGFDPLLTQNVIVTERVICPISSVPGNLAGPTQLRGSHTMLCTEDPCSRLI
Cardiac RTF inh = cardiac RTF calcium desensitization; IANBD-labeled cardiac RTF, Ca2+ fluorescence; inhibition, % at 7.15 µM; actives 0.12% (n = 340,000); AID 493244;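 active means inhibition above the mean inhibition of all tested compounds plus 3 SD, cut at about 17% in these data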;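 further: assay run at fixed EC70 calcium of 1.6 mM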
CAL PDZ FP-2 = blocks peptide binding to human CAL PDZ domain | actives 0.02% (n = 330,000) | inhibition, % at 20 µM | AID 504414 | purified CAL PDZ, TMR-peptide fluorescence polarization, 1 h | Q9HD26;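 active means highest replicate inhibition of at least 40%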;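 further: plate controls were DMSO neutral control wells for no effect and unlabeled competitor peptide control wells for full effect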
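Material – purified CerCALP PDZ construct · Detection – FP readout, S and P plane fluorescence · Measure – percent inhibition from loss of millipolarization · Controls – unlabelled peptide for full inhibition, DMSO wells as neutral · Probe or stimulus – TMR-labelled reporter peptide T*-PRC34 bound in PDZ groove · Times – 1 h at RT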
Arr AP2 block = human beta-arrestin and AP2 interaction inhibition. FITC-arrestin peptide / GST-AP2 beads, flow cytometry; AP2 beta2 appendage carries R879A mutation. inhibition, % at 10 µM. actives 0.31% (n = 340,000). AID 504490;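 active means inhibition above a set limit, near 3 SD of compounds lacking own fluorescence, cut at about 54% in these data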;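 further: plate controls were DMSO wells for no effect and 5 µM unlabelled arrestin peptide for full effect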
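system = GST-tagged AP2 beta2-adaptin appendage (R879A) on 4 µm glutathione beads | reagent = FITC-labelled arrestin peptide probe, 50 nM final | schedule = compound with beads 12 min RT, then probe 1 h RT | signal = HyperCyt-sampled flow cytometry, FL1 channel, ex 488/em 535 nm | read-out = percent response from loss of bead-bound FITC fluorescence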
The depositor's hits bear a star; nt = not tested or not shown. Only part of the results is shown; count on the stated rates, not on these rows.

Each structure is followed by: DAGLB inh, DSG3 Ab inh, Arr AP2 block, Keap1-Nrf2 PPI, CAL PDZ FP-2, NSD2 inh, V-ATPase pH, CAL PDZ FP-1, LANA DNA inh, Cardiac RTF inh
O=C(Nc1ccc(S(=O)(=O)N2CCOCC2)cc1)c1ccccc1
 : -1, 94, 5, -4, 1.2, -2, 1, 2, 0.5, -8
Cc1cc(C)c2c(N)c(C(=O)N3CCN(c4ncccn4)CC3)sc2n1
 : -1, 121, 17, 4, -0.8, 2, 5, nt, 0.5, 4
Cc1cccc(C(=O)NCC(=O)N2CCOCC2)c1
 : 2, 111, -3, -1, -1.5, -2, 1, -4, 0.7, -3
Cc1cc(C(=O)N2CCc3ccccc32)c2cc(F)ccc2n1
 : 3, 109, -4, -4, nt, 0, -1, -3, 0.8, -4
COC(=O)c1cn(C(=O)c2ccc(Br)o2)c2ccccc12
 : -2, 102, 29, 0, -0.5, 4, 6, -3, -1.2, -4
COc1ccc(NC(=S)NCc2ccccn2)cc1OC
 : 4, 102, 15, -2, -0.4, 0, 5, nt, -2.1, -7
COc1cccc(N(C(=O)Cn2nnc(-c3ccc(F)cc3)n2)C(C(=O)NCC2CCCO2)c2ccc(Cl)cc2)c1 (stereo not given)
 : 0, 115, 1, 3, 2.1, 1, -3, nt, 0.6, -5
CCOc1ccc(Nc2nc(NCc3ccco3)nc(N)c2[N+](=O)[O-])cc1
 : 1, 108, -13, -5, -0.6, -4, 12, -5, -1.0, -4
CCOCCCn1c(SC(C(=O)Nc2cc(C)ccc2C)c2ccccc2)nnc1-c1ccc(Cl)cc1 (stereo not given)
 : 0, 102, 1, -4, 0.3, -2, 2, 0, 1.2, -8
Cc1ccc(S(=O)(=O)N2CCCCC2)cc1NC(=O)COC(=O)c1c(F)cccc1F
 : -4, 103, -5, -3, -2.6, 7, -1, -8, 0.6, 6
O=C(c1cccc([N+](=O)[O-])c1)N1CCN(c2cccc(Cl)c2)CC1
 : 0, 100, 35, -2, -0.3, 3, 1, 0, 0.0, -1
CC(=O)NC(CCS(C)(=O)=O)C(=O)Nc1ccc(Oc2ccccc2)cc1 (stereo not given)
 : 1, 92, 12, 5, 0.0, nt, -5, nt, -2.7, 4
O=C(NCc1ccccc1)c1ccc2nc(N3CCOCC3)sc2c1
 : 1, 82, -7, -2, -0.2, nt, 3, -2, -0.1, -4
CN1CCN(c2ccc([N+](=O)[O-])cc2NC(=O)c2ccco2)CC1
 : 2, nt, -6, -6, -1.9, 2, -1, -4, -2.4, -1
CCN1CCN(C(=O)c2cn(CCOC)c(=O)c3c2c2ccccc2n3C)CC1
 : 2, nt, 18, -2, -2.6, 8, 1, -1, -0.1, -15

Entries listed so far that have a halogen (six):
Each structure is followed by: DAGLB inh, DSG3 Ab inh, Arr AP2 block, Keap1-Nrf2 PPI, CAL PDZ FP-2, NSD2 inh, V-ATPase pH, CAL PDZ FP-1, LANA DNA inh, Cardiac RTF inh
Cc1cc(C(=O)N2CCc3ccccc32)c2cc(F)ccc2n1
 : 3, 109, -4, -4, nt, 0, -1, -3, 0.8, -4
COC(=O)c1cn(C(=O)c2ccc(Br)o2)c2ccccc12
 : -2, 102, 29, 0, -0.5, 4, 6, -3, -1.2, -4
COc1cccc(N(C(=O)Cn2nnc(-c3ccc(F)cc3)n2)C(C(=O)NCC2CCCO2)c2ccc(Cl)cc2)c1 (stereo not given)
 : 0, 115, 1, 3, 2.1, 1, -3, nt, 0.6, -5
CCOCCCn1c(SC(C(=O)Nc2cc(C)ccc2C)c2ccccc2)nnc1-c1ccc(Cl)cc1 (stereo not given)
 : 0, 102, 1, -4, 0.3, -2, 2, 0, 1.2, -8
Cc1ccc(S(=O)(=O)N2CCCCC2)cc1NC(=O)COC(=O)c1c(F)cccc1F
 : -4, 103, -5, -3, -2.6, 7, -1, -8, 0.6, 6
O=C(c1cccc([N+](=O)[O-])c1)N1CCN(c2cccc(Cl)c2)CC1
 : 0, 100, 35, -2, -0.3, 3, 1, 0, 0.0, -1

The listing continues:
Each structure is followed by: DAGLB inh, DSG3 Ab inh, Arr AP2 block, Keap1-Nrf2 PPI, CAL PDZ FP-2, NSD2 inh, V-ATPase pH, CAL PDZ FP-1, LANA DNA inh, Cardiac RTF inh
CCOC(=O)N1CCN(c2c(NCCc3ccc(C)cc3)c(=O)c2=O)CC1
 : 2, 94, 22, 5, 0.2, nt, 1, nt, -0.3, -7
Clc1ccc(-n2nnnc2-c2ccccc2)cc1
 : -2, 101, 39, -1, -1.1, -1, -1, -5, 0.4, -9
COc1cccc(CNCCc2c[nH]c3ccccc23)c1OCc1ccc(F)cc1
 : 3, 101, -12, 0, -1.3, 1, 2, -1, -2.0, 4
O=C(O)CSCC(=O)Nc1cc(C(F)(F)F)ccc1Cl
 : 1, 103, 3, -4, -2.8, -1, 0, 1, -0.9, -1
CCN(Cc1ccccc1)C(=O)c1ccc(NC(=O)c2ccc(OC)cc2)cc1
 : -1, 110, 5, 0, -3.2, 5, 0, -4, 0.6, -1
Cc1cnc(NC(=O)c2cc3ccccc3o2)s1
 : -1, 98, 8, -1, -1.2, 0, -5, -5, 1.9, -6
Cc1cc(C)nc(SCc2nnc(SCC(=O)OC3CCCCC3)o2)n1
 : -2, 101, -4, -6, -0.3, 15, 1, -3, 0.6, 7
Cc1ccc(NC(=O)CCS(=O)(=O)c2ccc3c(c2)NC(=O)C(C)S3)nc1 (stereo not given)
 : 0, 98, 24, 2, -2.1, 1, -3, -4, 2.0, 3
Cc1nc(-c2ccccc2O)n(-c2ccccc2)n1
 : -3, 115, -3, -4, -0.5, -3, 3, -2, 0.3, -2
CC(C)(C)CC(=O)Nc1ccccc1N1CCN(c2ccccc2)CC1
 : -11, 99, 37, 1, -1.3, 0, 3, -2, 1.0, 6
O=C(O)c1cc(NCc2ccc3c(c2)OCO3)ccc1N1CCOCC1
 : 1, 96, 8, 0, 1.9, 4, 7, 4, 0.7, 2
N#Cc1nc(COc2cccc(Cl)c2)oc1N1CCCC1
 : -3, 95, -6, 2, -0.3, nt, 4, -6, -0.4, -9
O=C(CCn1c(=S)[nH]c2ccccc2c1=O)NCCSCc1ccccc1
 : -1, 102, 4, 0, -0.2, nt, -2, -4, -0.6, 5
CC(C)Cc1ccc(-c2cc(=O)[nH][nH]2)cc1
 : nt, 101, 12, 2, -0.4, -5, 2, 1, -0.2, nt
O=C(c1cccc(N2C(=O)c3ccccc3C2=O)c1)N1CCCCCC1
 : 3, 101, 50, -3, -2.1, 10, 2, nt, 0.4, -13
CCn1c(=N)n(CC(O)c2cccs2)c2ccccc21 (stereo not given)
 : 1, 108, -1, -1, -2.6, 0, 6, -2, -0.8, 4
Cc1ccc(OCC(=O)N2CCC(N3CCCCCC3)CC2)cc1
 : 2, 118, 8, 3, -1.4, 0, -1, -2, 0.6, 3
c1ccc(NC2=NCCN2CCC2CCCC2)cc1
 : 2, 106, -7, -3, 1.3, nt, 0, -1, -1.1, -4
O=C(C1=C(O)C(=O)N(CCN2CCOCC2)C1c1ccc(F)cc1)c1cccs1 (stereo not given)
 : -2, 112, -13, -2, nt, 1, -4, -1, -0.1, 2
CC1Cc2ccccc2N1S(=O)(=O)c1cnc(Cl)c(Br)c1 (stereo not given)
 : -6, 91, -2, 0, -2.4, nt, -1, -7, -0.4, 4
Cc1ccc(-n2nc3c(=O)n(CC(=O)NCc4ccccn4)nc(C)c3c2C)cc1
 : 2, nt, -12, -7, -0.3, 3, 0, -5, -1.0, -11
COC(=O)c1sccc1NC(=O)c1ccc(OC)c([N+](=O)[O-])c1
 : -3, 112, 6, -1, -0.4, -5, 0, 10, 0.8, 5
CC(C)C[C@H](NC(=O)N1CCn2c1nc1ccccc12)C(=O)NCc1ccco1
 : 2, 107, -11, -6, -1.7, 6, -1, 3, 0.4, -3
Cc1cc(-c2ccc(Br)s2)nc(-n2cccc2)n1
 : -3, 111, 8, -8, -3.7, 1, 2, -2, -2.0, 2
CCc1ccc(/C(C)=N/NC(=O)CNC(=O)/C=C/c2ccco2)cc1
 : -5, 64*, -4, 3, -3.7, nt, 25*, -2, -0.5, -5
COc1ccc(CC(=O)N/N=C/c2ccc(C)s2)cc1
 : 1, 117, 6, 3, 0.2, -1, 1, 0, 1.4, -2
Cc1ccc(NC(=O)OCCN2CCN(Cc3ccccc3)CCC2=O)cc1C
 : 2, 101, 27, 0, 0.8, nt, 12, -1, 0.3, 1
CCOC(=O)N1CCC(NC(=O)c2cc(C(=O)Nc3ccc(OC)c(OC)c3)ccc2CO)CC1
 : 1, 95, -12, -3, 0.3, 6, -4, -3, -2.6, -7
Cc1cc(C(=O)CSc2nnc(Nc3ccccc3)s2)c(C)n1CC1CCCO1 (stereo not given)
 : 0, 100, -9, -2, -0.3, 6, -4, nt, -0.5, -11
COCC(C)n1c(SCC(=O)N(C)C2CCS(=O)(=O)C2)nc2ccccc2c1=O (stereo not given)
 : 1, 80, 7, 1, -1.3, -4, -3, -1, 0.1, -2
CC(=O)Nc1cc2nc(C)n(Cc3ccccc3)c2nc1C
 : -1, 96, -5, -4, 0.7, -1, -6, -2, -2.5, -4
CCCOc1ccc(/C(O)=C2\C(=O)C(=O)N(CCCOC)C23C(=O)N(C)c2ccccc23)cc1 (stereo not given)
 : 0, 103, -6, -3, -1.8, 1, -1, -2, -2.7, 0
CC(C)CN(C(=O)CN1C(=O)NC(c2ccccc2)(c2ccccc2)C1=O)C1CCS(=O)(=O)C1 (stereo not given)
 : 2, 103, 1, 2, 0.2, 0, 4, -2, -1.1, -2
CS(=O)(=O)c1ccc2nc(NC(=O)c3cc(-c4ccccc4)nn3-c3ccccc3)sc2c1
 : -2, 95, 42, 1, -3.9, -25, -1, -2, 0.1, -2
CCOCCCNC(=O)C1CCC(CNS(=O)(=O)c2cccc3nsnc23)CC1 (stereo not given)
 : 1, 99, 9, -4, -1.6, 1, -2, 0, 0.3, 0
Cn1ccs/c1=N\S(=O)(=O)c1ccc(Br)cc1
 : -2, 103, 8, -5, -1.2, 30, -1, -2, -1.3, -3
CC(=O)NCCCc1nc2ccccc2n1Cc1c(F)cccc1Cl
 : 3, 99, -2, -3, 0.0, 0, -2, -3, 1.0, -4
C#CCNC(=O)/C=C/c1ccc(C)cc1
 : -4, 100, 31, 1, -1.2, nt, 4, 1, -3.0, 5
Cc1ccc(NC(=O)C2CCN(S(=O)(=O)c3ccc(F)cc3)CC2)cc1
 : -3, 97, 3, 1, 0.5, -1, -2, 0, 1.6, -6
CCNC(=O)CN(c1ccccc1OC)S(=O)(=O)c1cccs1
 : 1, 98, 8, 3, -0.3, -2, 7, -4, 0.7, 6
COc1ccccc1CC(NC(C)=O)C(=O)NC1CCN(C(=O)c2ccc([N+](=O)[O-])cc2)CC1 (stereo not given)
 : 0, 89, -4, -2, -1.4, -2, 1, 2, 1.8, -3
